From PubChem
PKA-R1A act: PKA-R1A complex activation; P00514+P68181; PKA-R1A dissociation, Cy5-IP20 fluorescence polarization; scaled: DMSO 0%, 113 µM cGMP 100%; activation, % at 11.4 µM; hit rate 0.083% among 340,000; AID 504707;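 active means percent activation above the mean of all tested compounds plus 3 SD, cut at about 19% in these data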;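 further: higher means more PKAc released from R1A so a rise in polarization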
MOR-DOR ag: agonists of human mu-delta opioid receptor heterodimerization | P35372+P41143 | cells, OPRM1-OPRD1 heterodimerization, luminescence | activation, % at 9.3 µM | hit rate 0.3% among 340,000; in the data active means activation above about 18%;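 further: 0% = vehicle-treated cells and 100% = reference agonist; values of inactives mirror those of a sister screen read the other way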
Target sequence (P35372 whole entry, looked up): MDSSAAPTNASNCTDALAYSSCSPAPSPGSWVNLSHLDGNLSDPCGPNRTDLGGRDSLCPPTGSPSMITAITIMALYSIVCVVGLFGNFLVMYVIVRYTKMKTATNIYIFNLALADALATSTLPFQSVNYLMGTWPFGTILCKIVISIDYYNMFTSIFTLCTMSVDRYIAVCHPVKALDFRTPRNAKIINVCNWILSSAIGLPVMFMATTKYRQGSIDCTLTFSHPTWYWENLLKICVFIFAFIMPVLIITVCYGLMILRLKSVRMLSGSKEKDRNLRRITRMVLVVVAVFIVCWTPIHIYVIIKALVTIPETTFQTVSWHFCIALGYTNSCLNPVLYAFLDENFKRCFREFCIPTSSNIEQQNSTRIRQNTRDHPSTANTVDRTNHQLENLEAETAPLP
Target sequence (P41143 whole entry, looked up): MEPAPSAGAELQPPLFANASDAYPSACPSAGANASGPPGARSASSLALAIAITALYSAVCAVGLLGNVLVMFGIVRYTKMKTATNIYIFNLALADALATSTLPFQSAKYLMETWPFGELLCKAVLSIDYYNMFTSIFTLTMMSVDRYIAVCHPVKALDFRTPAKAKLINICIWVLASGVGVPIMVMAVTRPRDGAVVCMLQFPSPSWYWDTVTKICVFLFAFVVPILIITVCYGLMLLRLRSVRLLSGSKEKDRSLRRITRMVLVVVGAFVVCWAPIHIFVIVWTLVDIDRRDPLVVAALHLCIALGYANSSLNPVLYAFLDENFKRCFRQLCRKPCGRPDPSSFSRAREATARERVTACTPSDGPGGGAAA
AddAB inh: less growth of phage-infected E. coli with AddAB. E. coli expressing H. pylori AddAB, absorbance growth. inhibition, % at 11.9 µM. hit rate 0.29% among 330,000. AID 435030; in the data active means inhibition above about 12%;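 further: 0% = vehicle wells of infected cells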
Mot1-301 SUMO: blocks SUMOylation pathway, rescuing yeast Mot1-301 growth | S. cerevisiae Mot1-301 growth rescue, ATP luminescence, 38.5C; percent above DMSO median, 100 means doubled | growth rescue, % at 18.8 µM | hit rate 1% among 320,000;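 active means every valid replicate shows activation above 250% relative to neutral control wells; inactive means the rest, any valid replicate at or below 250%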;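 further: OY570 slx delta 5 strain wells were the positive control but not used for scaling; some compounds called inactive have numbers as strong as hits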
PfHsp90 yeast 2: growth inhibition of yeast expressing Plasmodium Hsp90; S. cerevisiae expressing PfHsp90, BacTiter-Glo ATP, 48 h; yeast lacking PDR1 and PDR3 efflux regulators; inhibition, % at 9.4 µM; hit rate 0.32% among 310,000; AID 504621;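 active means every replicate shows inhibition above about 80%, whatever the replicate mean, limit read from the data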;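 further: 0% = DMSO neutral controls and 100% = 20 µM radicicol positive controls; yeast relying on Plasmodium falciparum Hsp90 in place of its own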
phage Ecoli inh: E. coli growth loss with phage present; growth absorbance; inhibition, % at 11.9 µM; hit rate 0.26% among 360,000; in the data active means inhibition above about 11%
HTR5A ag ctr: counter-screen for OPRM1-OPRD1 agonists: human HTR5A agonism; P47898; HTR5A agonist assay, luminescence, cell-based; activation, % at 9.3 µM; hit rate 0.61% among 340,000; AID 504692; in the data active means activation mostly above about 9.5%, no sharp cut-off; inactive means mostly below about 7.6%;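 further: 0% = cells with vehicle only and 100% = reference agonist; strong numbers were not always called active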
DSG3 Ab inh: human desmoglein-3 autoantibody binding inhibition | P32926 | DSG3-coupled beads, scFv-anti-DSG3-GFP binding, flow cytometry; hits give low values | binding (percent of control), % at 10 µM | hit rate 0.48% among 310,000;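 active means binding more than 3 SD below its plate's average and above zero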;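 further: hits lower antibody fragment binding to DSG3; some compounds called inactive have numbers as strong as hits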
Ecoli viability: reduces bacterial viability in AddAB counter-screen; E. coli V3065 growth, OD600 absorbance, 18 h; inhibition, % at 11.9 µM; hit rate 0.27% among 330,000; AID 449728;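 active means inhibition above the campaign's mean inhibition across all tested compounds plus 3 SD, cut at about 9.9% in these data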;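 further: uninfected addAB+ strain grown without phage in ampicillin broth; 0% = DMSO wells and 100% = ciprofloxacin 0.95 µg/ml wells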
MOR-DOR inv ag: inverse agonist of human OPRM1-OPRD1 heterodimerization | P35372+P41143 | cell-based MOR-DOR heterodimer luminescence, inverse agonism | inhibition, % at 9.3 µM | hit rate 0.21% among 340,000; in the data active means inhibition above about 22%, passing the limit was not always enough;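 further: 0% = cells with DMSO and 100% = wells without cells with DMSO; values of inactives mirror those of a sister screen read the other way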
HTR5A inv ag: inverse agonist of human HTR5A in OPRM1-OPRD1 counter-screen; HTR5A cell line, luminescence, inverse agonism; inhibition, % at 9.3 µM; hit rate 0.083% among 340,000; AID 504634; in the data active means inhibition mostly above about 23%, no sharp cut-off; inactive means mostly below about 18%;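 further: 0% = cells with DMSO and 100% = no-cell wells with DMSO; some compounds called inactive have numbers as strong as hits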
An asterisk follows results filed as active; x = no result given; + = active, no number.

SMILES	PKA-R1A act	MOR-DOR ag	AddAB inh	Mot1-301 SUMO	PfHsp90 yeast 2	phage Ecoli inh	HTR5A ag ctr	DSG3 Ab inh	Ecoli viability	MOR-DOR inv ag	HTR5A inv ag
CCn1c(SCC(=O)NCCOc2ccccc2)nc2ccccc2c1=O	-9	-3.2	-1.1	-5	-9	0.9	2	98	1.0	16	-4
CCC1(CC)C(=O)C(C)(C)C(=O)OC1c1cccs1 (stereo unspecified)	3	-0.9	0.6	25	9	4.6	1	103	-0.5	4	3
COc1ccc2oc(=O)cc(-c3cc4cccc(OC)c4o3)c2c1	11	3.9	1.9	-7	-2	3.0	-2	99	-1.8	-20	-40
O=C(CSc1ccccn1)Nc1nonc1[N+](=O)[O-]	0	6.4	8.0	x	25	-1.6	-4	116	-0.3	-32	14
CC1=NN(C(N)=S)C(=O)C1N=Nc1ccc(O)cc1 (stereo unspecified)	-2	3.4	x	x	5	7.8	0	105	x	-18	1
Cc1cc(NS(=O)(=O)c2ccc(NC(=O)CSc3nnc(-c4ccco4)n3C)cc2)nc(C)n1	7	-0.1	0.5	-17	6	2.2	1	123	-0.3	1	-6
CCc1cc2c(NC3CCCC3)ncnc2s1	-1	1.4	-0.1	-4	-6	1.1	1	91	3.1	-7	-2
Cc1cccc(-n2c(O)c(C=Nc3ccccc3-c3n[nH]c(=S)[nH]c3=O)c3ccccc3c2=O)n1	-17	-0.7	2.2	-29	-19	0.6	1	104	-0.3	3	3
O=C1CCCN1CCCN1C(=O)N[C@@H](Cc2ccccc2)C1=O	-6	-0.6	1.1	-11	x	1.1	-4	x	-1.2	4	11
Cc1ccnc2nc(C(=O)OCC(=O)NCCc3ccccc3)nn12	7	-1.1	0.6	x	17	1.9	-1	107	0.9	6	-28
CCOC(=O)Cc1csc(/N=C/c2c(O)n(-c3ccc(C)c(C)c3)c(=O)c3ccccc23)n1	4	0.3	2.2	-9	-20	2.6	9	95	1.2	-2	41
Cc1ccc(S(=O)(=O)N(C)c2ccc(OCC(=O)OCc3nnc(-c4ccccc4)o3)cc2)cc1	-9	-2.5	x	x	x	3.9	-2	91	x	11	4
CCOc1cccc2sc(N(CCCN(C)C)C(=O)c3ccc(S(=O)(=O)N4CCc5ccccc5C4)cc3)nc12	1	1.5	1.1	-14	-1	3.8	-1	128	-1.0	-8	-2
CC1CCCN(S(=O)(=O)c2ccc(NC(=O)c3cccc(-n4cnnn4)c3)cc2)C1 (stereo unspecified)	-3	-0.6	2.6	13	-30	2.3	-6	97	0.4	3	16
Cc1cc(C)cc(N2CCN(C(=O)N3CCOCC3)CC2)c1	-5	-2.1	-0.9	-14	24	2.4	3	97	-3.7	12	25
Cn1c(=O)c2c(nc(SCC(=O)N3CCOCC3)n2C)n(C)c1=O	2	1.6	4.7	-27	-28	0.9	-5	x	-2.1	-10	9
CCOC(=O)N1CCN(C(=O)C2CC(c3ccccc3OC)=NO2)CC1 (stereo unspecified)	5	-1.2	-0.4	14	-4	2.3	7	102	0.9	7	19
Cc1cccc(-n2cc(CN(C)Cc3nccn3C)c(-c3cccc(F)c3)n2)c1	-7	5.1	-1.3	-11	11	0.2	-2	105	-4.8	-26	5
Fc1ccccc1CSc1nncn1NC/C=C/c1ccccc1	0	-0.4	-2.9	-3	11	1.0	-2	108	-0.7	2	7
Oc1ccccc1-c1cc(C(F)(F)C(F)F)[nH]n1	1	2.3	7.9	872*	23	6.6	11*	87	5.0	-13	-18
COc1ccc(N2C(=NC(C)=O)SC3CS(=O)(=O)CC32)cc1OC (stereo unspecified)	-9	-1.1	2.2	-5	-1	1.9	3	114	1.8	5	-17
CCC[n+]1cn(/C(C(=S)Nc2cccc(Cl)c2C)=C(/[O-])c2ccc(OC)c(OC)c2)c2ccccc21	-8	x	1.8	311	0	4.2	x	97	0.5	x	x
CCc1ccc(CN(C)Cc2nc(Cc3ccccc3)no2)nc1	-19	-0.9	-4.8	-1	-15	-0.3	10	88	-2.1	5	0
OCCN1CN=C(Nc2nc3ccccc3o2)NC1	-10	-1.7	4.2	+	-14	2.5	3	104	-0.3	9	-16
Cc1cccc(OCC(=O)N(Cc2ccco2)C2CCS(=O)(=O)C2)c1C (stereo unspecified)	0	0.4	-0.3	-10	-7	0.0	4	100	0.3	-2	-13
Next section.
SMILES	PKA-R1A act	MOR-DOR ag	AddAB inh	Mot1-301 SUMO	PfHsp90 yeast 2	phage Ecoli inh	HTR5A ag ctr	DSG3 Ab inh	Ecoli viability	MOR-DOR inv ag	HTR5A inv ag
CCc1cc2c(=O)n(Cc3ccco3)c(SCC(=O)N(C)C3CCS(=O)(=O)C3)nc2s1 (stereo unspecified)	-15	-2.8	-3.0	1	13	2.5	-3	117	-2.4	13	8
CCOc1ccc2c(c1)OC(c1ccccc1)(C(F)(F)F)NC2=O (stereo unspecified)	2	13	1.5	-11	-28	0.9	2	98	-0.2	-68	-19
Cc1ccc(Nc2nc(CSc3nnc(-c4ccccc4C)n3C)cs2)cc1	-3	1.6	-2.0	5	-27	0.8	5	96	-4.2	-8	-2
Cc1cccc(Oc2ncnc3oc(-c4ccccc4)cc23)c1C	-11	-1.8	-1.3	8	x	1.1	-1	x	-3.1	9	3
O=C(c1ccc(=O)n(Cc2ccccc2)n1)N1CCN(C/C=C/c2ccccc2)CC1	0	-1.2	2.2	-11	-7	1.1	3	x	0.2	7	-21
COc1cc(CC(=O)N(C)CC(=O)Nc2ccc(Cl)c(C(F)(F)F)c2)cc(OC)c1OC	-8	-2.4	1.7	46	2	0.2	2	x	-1.3	15	3
Nc1ccc(N2CCCCC2)c(Cl)c1	-4	-1.2	1.0	127	-6	2.5	-2	99	1.6	6	-11
CCOc1ccc(NC(=O)CN2C(=O)NC(C)(c3ccc4c(c3)OCCCO4)C2=O)cc1OCC (stereo unspecified)	-8	0.9	x	x	9	1.0	1	101	x	-5	-5
O=[N+]([O-])c1ccc(Cl)c(S(=O)(=O)NC2=NCCC2)c1	-7	4.0	x	x	x	3.5	6	119	x	-26	3
CCCCc1ccc(-n2nnnc2SCC(=O)Nc2cc(OC)c([N+](=O)[O-])cc2C)cc1	4	0.4	3.6	-11	0	-0.1	1	104	1.2	-2	-5
O=C(OCc1cc(=O)n2cc(Br)ccc2n1)c1ccc(Cl)c(S(=O)(=O)NCc2ccccc2)c1	1	3.0	2.0	136	13	2.6	5	101	-0.3	-16	7
CN(C(=O)c1cn2ccccc2n1)c1c(N)n(Cc2ccccc2)c(=O)[nH]c1=O	0	-3.8	0.2	-15	-18	1.8	-1	104	0.6	20	2
CCC(=O)Nc1ccc2c(c1)nc1n2CCN(C2CCCCC2)C1	-11	x	-0.3	11	x	2.0	x	112	2.8	x	x
CCc1ccc(C(=O)NNC(=O)CC2OC(=O)c3ccccc32)cc1 (stereo unspecified)	4	-1.7	2.1	2	-24	3.8	-3	105	1.5	9	9
COc1ccc(CN2CCNC(=O)C2CC(=O)N2CCCCO2)c(OC)c1 (stereo unspecified)	-4	-3.8	5.1	11	-16	4.6	4	87	-0.4	19	16
CCc1ccc(NC(=O)[C@H](C)NC(=O)C2CCN(C(=O)[C@@H](N)C(C)C)CC2)cc1	-9	-0.8	-2.1	-6	-5	-1.6	2	99	-0.9	4	-8
CCOc1cc(/C=N/NC(=O)Cc2ccc(C(F)(F)F)cc2[N+](=O)[O-])ccc1O	-2	-2.6	1.8	0	2	2.5	1	126	-1.8	14	-14
COCC(=O)Nc1nc2ccc(S(C)(=O)=O)cc2s1	-7	-1.8	2.3	-14	-8	5.3	7	104	-0.8	9	-13
O=C(CN(C(=O)CCC(=O)Nc1ccccn1)c1cccc(F)c1)NCc1ccco1	1	-2.8	1.3	-24	35	0.7	0	x	-0.2	18	-9
Cn1nnnc1Sc1ncnc2scc(-c3ccc([N+](=O)[O-])cc3)c12	-2	-1.6	1.1	-9	11	1.0	4	106	2.7	9	-11
CCOC(=O)n1c(O)c(N=NC(N)=S)c2cc(C)ccc21	-3	-1.5	0.1	166	14	2.6	4	105	-0.4	8	-13
CCN(CC)CCCNC(=O)CCn1nc(-c2ccc(Cl)cc2)ccc1=O	-13	-1.5	1.7	-7	1	0.6	-1	101	-1.0	7	2
O=C(NCc1ccccc1)C1Cc2ccccc2CN1C(=O)c1ccco1 (stereo unspecified)	-1	-1.5	-0.5	x	x	1.7	1	116	-2.3	7	-3
COc1ccc(S(=O)(=O)NC(C)C(=O)Nc2ccccc2)cc1Cl (stereo unspecified)	7	-3.2	0.6	5	15	1.7	-4	106	-0.2	16	11
O=C(c1ccccc1)N1CCN(C(=S)NCc2ccco2)CC1	-11	-2.8	0.6	x	-16	4.1	0	116	0.9	13	1
Other records
SMILES	PKA-R1A act	MOR-DOR ag	AddAB inh	Mot1-301 SUMO	PfHsp90 yeast 2	phage Ecoli inh	HTR5A ag ctr	DSG3 Ab inh	Ecoli viability	MOR-DOR inv ag	HTR5A inv ag
C=C1c2cc3c(cc2NC(=S)N1Cc1ccccc1)OCO3	x	x	2.8	9	x	1.3	x	98	-1.5	x	x
COC(=O)c1ccsc1NC(=O)c1ccco1	1	-1.3	-3.2	-14	4	0.8	-3	107	-0.2	7	5
COC(=O)c1c(NC(=O)CN2C(=O)c3ccccc3C2=O)sc(Cc2ccc3c(c2)OCO3)c1C	6	-2.3	-2.1	1	-16	3.0	2	100	2.4	13	-6
CCc1ccc(NC(=O)c2sc3nc(C)nc(N4CCN(c5ccccn5)CC4)c3c2C)cc1	13	-0.9	0.6	150	9	1.0	2	103	-2.3	5	-29
O=C(N/N=C/c1ccc(O)cc1)/C(=C/c1ccccc1)CCO	4	-0.6	1.0	-15	2	2.1	3	98	0.4	3	3
CCN=C(NCC)SC1CC(=O)N(c2ccccc2)C1=O (stereo unspecified)	-5	-2.4	-3.1	-4	4	2.5	-4	103	-1.3	11	2
Cc1nnsc1C(=O)N/N=C/c1ccccc1	-3	-3.8	0.0	113	12	4.6	3	103	-1.7	18	0
C=CCOn1c(=O)c(-c2ccc(OCC)cc2)[n+]([O-])c2ccccc21	4	-2.6	-2.2	14	-5	1.7	-2	118	-1.1	12	7
Cc1cccc(C(C)C)c1NC(=O)C(C)OC(=O)Cc1n[nH]c(=O)c2ccccc12 (stereo unspecified)	7	-2.4	2.9	-14	12	1.0	-4	101	2.5	15	-13
Cc1[nH]n(-c2ccccc2)c(=O)c1N=Nc1cccc([N+](=O)[O-])c1	-3	-0.5	1.9	2	-9	-0.9	-3	120	-0.2	2	10
COc1ccc(-c2cn[nH]c2-c2ccc(OCc3ccc([N+](=O)[O-])cc3)cc2O)cc1	-3	9.6	7.6	5	-14	8.9	7	103	5.7	-49	-35
CCC(=O)Nc1ccccc1C(=O)OCC(=O)c1ccc2ccccc2c1	-14	-4.6	1.2	9	x	3.1	-1	103	1.4	21	-9
FC(F)(F)c1cccc(NC(=S)NNC(=S)NCc2ccccc2)c1	-11	0.3	7.0	4	-53	1.0	1	98	2.5	-2	-7
CC12CN3CCN(CC(C3)/C1=N\NC(=O)c1ccccc1N)C2	-1	-1.7	0.7	-9	13	3.5	3	95	-1.0	8	-6
